Screening results deposited in PubChem by several laboratories.
RGS4-Gao reg – modulates binding of RGS4 to human Galphao | hit rate 0.33% among 220,000 | binding response (% of control), % at 10 µM | P09471 | Multiplexed bead flow cytometry; actives lie on both sides; in the data active means binding response below about 49% or above about 150%; inactive means in between;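 further: fluorescent Galphao activated with aluminum fluoride binding bead-coupled RGS4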
Mcl-1 Bim block – human Bim-Mcl-1 interaction inhibition; Q07820; inhibition, % at 10 µM; hit rate 0.1% among 190,000; Bead-based flow cytometry, Bim peptide-Mcl-1 binding; AID 1009;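 further: 0% = no compound tracer wells and 100% = peptide blocker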
Target sequence (Q07820 whole entry, looked up): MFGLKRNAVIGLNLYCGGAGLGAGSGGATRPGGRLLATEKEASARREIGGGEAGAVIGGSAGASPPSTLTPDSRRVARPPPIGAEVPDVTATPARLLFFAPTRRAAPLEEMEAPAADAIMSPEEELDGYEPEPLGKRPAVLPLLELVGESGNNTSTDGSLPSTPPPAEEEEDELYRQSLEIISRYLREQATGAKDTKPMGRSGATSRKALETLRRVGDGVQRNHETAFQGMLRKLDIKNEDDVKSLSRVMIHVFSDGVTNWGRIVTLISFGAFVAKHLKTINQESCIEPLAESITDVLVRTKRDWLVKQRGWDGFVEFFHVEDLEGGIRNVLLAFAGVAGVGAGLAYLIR
Bim-Bcl-XL – human Bim-Bcl-XL interaction inhibition; inhibition, % at 10 µM; hit rate 0.04% among 190,000; AID 1007; Q07817; Bim peptide-Bcl-XL binding, bead flow cytometry, fluorescence
Bim-Bcl-W – disrupts Bim peptide binding to human Bcl-W | Q92843 | bead-based flow cytometry | inhibition, % at 10 µM | hit rate 0.02% among 190,000;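 further: 0% = bound tracer without compound and 100% = peptide blocker; higher means less fluorescent Bim peptide bound to Bcl-W beads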
Target sequence (Q92843 whole entry, looked up): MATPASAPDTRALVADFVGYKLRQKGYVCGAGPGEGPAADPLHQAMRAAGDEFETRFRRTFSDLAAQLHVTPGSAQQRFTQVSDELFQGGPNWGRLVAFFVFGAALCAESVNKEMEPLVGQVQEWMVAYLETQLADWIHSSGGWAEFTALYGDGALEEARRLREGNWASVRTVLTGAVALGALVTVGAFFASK
Bfl-1 Bim block – disrupts Bim binding to human Bfl-1. inhibition, % at 10 µM. hit rate 0.12% among 190,000. AID 1008. Q16548. Bead-based flow cytometry, Bim-Bfl-1 binding inhibition;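 further: 0% = wells without compound plus tracer and 100% = blocker peptide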
RGS8-Gao – modulates binding of RGS8 to human Galphao; multiplexed bead flow cytometry; actives lie on both sides; response (percent of control binding), % at 10 µM; P09471; hit rate 0.34% among 220,000; in the data active means response below about 60% or above about 140%; inactive means in between;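 further: Galphao activated as the GDP aluminium fluoride complex binding bead-coupled RGS8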
Mcl1-Bid inh – disrupts binding of human Mcl-1 to Bid peptide; Q07820; TR-FRET Mcl-1/Bid-Dy647 peptide binding, 1536-well; inhibition, % at 21.7 µM; hit rate 0.97% among 220,000;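 active means compounds that cut the binding signal by more than half at the single screening dose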;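 further: His-tagged Mcl-1 with europium anti-His antibody binding Bid BH3 peptide; 0% = Mcl-1 plus peptide wells and 100% = peptide-only wells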
RGS7-Gao reg – human RGS7-Galphao interaction regulation | Multiplexed bead flow cytometry, RGS7-Galphao binding; actives lie on both sides | binding response (% of control), % at 10 µM | hit rate 0.35% among 220,000 | AID 1439; in the data active means binding response below about 49% or above about 150%; inconclusive means no clear call, values can overlap the other calls; inactive means in between;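 further: fluorescent Galphao held in activated GDP-AlF4 state binding bead-coupled RGS7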
Bim-Bcl-2 – disrupts Bim peptide binding to human Bcl-2; AID 950; Bead-based flow cytometry, Bim peptide-Bcl-2 binding; hit rate 0.06% among 190,000; inhibition, % at 10 µM; in the data active means inhibition above about 40%; inconclusive means no clear call, values can overlap the other calls;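 further: 0% = no compound wells with probe peptide and 100% = reference peptide inhibitor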
Target sequence (P10415 whole entry, looked up): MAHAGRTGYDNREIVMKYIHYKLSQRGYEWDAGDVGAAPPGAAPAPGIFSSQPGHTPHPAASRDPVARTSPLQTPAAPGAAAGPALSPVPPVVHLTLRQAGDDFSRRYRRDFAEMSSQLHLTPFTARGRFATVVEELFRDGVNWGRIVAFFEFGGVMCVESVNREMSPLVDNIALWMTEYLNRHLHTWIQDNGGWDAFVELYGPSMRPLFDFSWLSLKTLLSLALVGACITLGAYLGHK
Mcl1 Noxa PPI – Mcl-1/Noxa interaction inhibition; inhibition, % at 21.7 µM; TR-FRET Mcl-1/Noxa peptide binding, 2 h; Q07820; hit rate 1.5% among 220,000;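 active means compounds that cut the protein-peptide binding signal by more than 50% relative to plate controls in a single-dose test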;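 further: His-tagged Mcl-1 with rhodamine Noxa BH3 peptide and terbium anti-His antibody; 0% = Mcl-1 plus Noxa peptide wells and 100% = peptide-only wells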
Bim-Bcl-B – disrupts Bim peptide binding to human Bcl-B | bead-based flow cytometry | inhibition, % at 10 µM | hit rate 0.073% among 190,000 | AID 951 | Q9HD36;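 further: 0% = tracer peptide without compound and 100% = reference inhibitor peptide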
Target sequence (Q9HD36 whole entry, looked up): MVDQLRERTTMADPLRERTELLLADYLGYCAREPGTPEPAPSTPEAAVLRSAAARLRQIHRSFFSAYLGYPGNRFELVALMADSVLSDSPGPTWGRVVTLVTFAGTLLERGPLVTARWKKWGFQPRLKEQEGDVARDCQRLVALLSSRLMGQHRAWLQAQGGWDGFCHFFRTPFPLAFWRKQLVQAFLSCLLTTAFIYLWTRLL
Numbers without * were called inactive; ? = inconclusive; nt = no result given. Unless noted, no stated cut-off is given here; in the data, active means inhibition above about 40%.

SMILES	RGS4-Gao reg	Mcl-1 Bim block	Bim-Bcl-XL	Bim-Bcl-W	Bfl-1 Bim block	RGS8-Gao	Mcl1-Bid inh	RGS7-Gao reg	Bim-Bcl-2	Mcl1 Noxa PPI	Bim-Bcl-B
CCc1c(O)nc(SCC(=O)NC(C)(C)C)n(-c2ccccc2)c1=O	102	1	0	0	0	101	-49	103	-1	16	0
COn1c(SCc2ccc(C)cc2C)nc2ccccc2c1=O	101	-2	0	-1	-1	102	6	98	-2	3	-2
CC(=O)Nc1ccc(OCC(O)Cn2nc(C)c(C(C)=O)c2C)cc1 (centres undefined)	108	-4	-7	-1	-14	98	-20	149	-13	-2	-9
CCOC(=O)c1c(NC(=O)CCC(=O)O)sc2c1CCCCC2	96	-11	-12	-5	22	87	-10	128	1	5	-30
O=S(=O)([N-]c1nc2ccccc2nc1-[n+]1ccccc1)c1ccc(Cl)cc1	101	-1	6	-1	-2	96	-13	102	-1	-14	-1
COc1ccccc1CNC(=O)c1ccc(OCC2CCCO2)cc1 (centres undefined)	98	-1	-13	-6	-10	103	-4	102	-12	20	-5
CC(C)Cc1nnc(NC(=O)CSc2nc(O)c(Cc3ccccc3)c(=O)[nH]2)s1	104	-4	-9	-1	-8	102	0	?	-8	20	-5
CC(C(N)=O)N1c2cccc3cccc(c23)S1(=O)=O (centres undefined)	103	1	1	0	-4	101	-34	100	1	12	-3
CCCCn1c(=N)n(CC(=O)O)c2ccccc21	94	-1	0	-4	-6	99	-21	91	0	8	-1
Cc1ccc(S(=O)(=O)N(CC(=O)NCc2ccncc2)C2CCCCC2)cc1	99	-6	-11	-7	-21	99	3	101	-9	10	-9
NC(=S)N/N=C/c1ccc(-c2cc(Cl)c(Cl)cc2Cl)o1	102	0	0	-1	-2	103	-26	102	1	10	-7
CCNc1nc(NC(C)C)nc(Nn2cnnc2)n1	102	-3	-4	2	-15	101	-22	98	-8	11	-7
CCNC(=O)/C(=C/c1ccc2c(c1)OCO2)NC(=O)c1ccc(Br)cc1	93	-1	0	0	1	100	-4	94	0	6	-1
O=C(Nc1cccc(S(=O)(=O)N2CCOCC2)c1)c1ccc(Cl)c([N+](=O)[O-])c1	101	-2	-4	-2	-6	103	-5	98	0	18	-5
CC1Cc2ccccc2N1S(=O)(=O)c1c(N)n(C)c(=O)n(C)c1=O (centres undefined)	106	-2	-2	-1	-4	105	-26	103	-6	-12	-1
O=C(COC(=O)C1=COCCO1)NC(=O)c1ccc(OC(F)F)cc1	99	1	2	1	-1	100	-12	99	2	7	-1
CCOc1ccc(NC(=O)C(CC(=O)O)Cc2ccccc2)cc1 (centres undefined)	95	-2	-3	0	-5	97	3	?	-3	19	-5
CCCCN(CC)C(=O)c1ccccc1Oc1ccccc1	101	-2	-2	-2	-1	103	-7	101	3	-4	-5
CCCCCc1c(O)c2ccccc2[nH]c1=O	102	2	-3	4	-10	103	-21	100	0	15	-3
CCC(C(=O)Nc1ccccc1)c1ccccc1 (centres undefined)	99	15	21	14	26	101	-27	101	18	15	16
Cc1cc(NC(=O)CSc2nnc(-c3ccco3)o2)no1	100	0	8	3	-8	102	-31	96	-8	0	-6
C=CCc1c(C)c(C#N)c2nc3ccccc3n2c1N1CCCCC1	99	nt	nt	nt	nt	102	-3	?	nt	-1	nt
CCc1nnc(NC(=O)c2cc(S(=O)(=O)N3CCCCC3)ccc2N2CCOCC2)s1	90	0	-1	0	0	98	4	100	2	14	2
Cc1ccc(CNC(=O)c2csc3c2CCCCC3)cc1	97	2	-5	-1	-4	96	-23	91	0	-6	-1
O=[N+]([O-])c1ccc(Oc2cnc3ccccc3n2)cc1	100	1	0	1	-4	102	10	101	-2	1	-1
S=C(NCc1ccco1)N/N=C/c1ccncc1	99	nt	nt	nt	nt	99	-25	?	nt	8	nt
CCOc1ccc2nc(SCCNS(=O)(=O)c3ccccc3)sc2c1	102	0	-1	-1	-2	103	-21	101	0	-13	3
CCN(CC)C(=O)c1cn(CC)c(=O)c2cc(OC)c(OC)cc12	104	0	-7	0	-8	100	2	98	-6	21	-8
O=C(/C(N=Nc1cccc([N+](=O)[O-])c1)=C(/O)c1ccc(Br)cc1)C(F)(F)F	95	nt	nt	nt	nt	102	-51	?	nt	41	nt
CCSc1nc2c(c(=O)[nH]1)C(c1ccc(C)cc1)C1=C(CCCC1=O)N2 (centres undefined)	104	-1	0	0	-2	104	8	102	-5	7	-2
CCCn1c(=NC(C)=O)c(C(=O)OCC)cc2c(=O)n3ccccc3nc21	96	0	0	0	-1	99	-9	97	-3	-7	1
COc1ccc(NC(=O)Cc2coc3cc(C)c(C(C)C)cc23)cc1S(=O)(=O)N1CCOCC1	98	-4	1	0	6	99	-9	100	0	17	6
COc1ccccc1NC(=S)N(Cc1cccnc1)Cc1ccccc1Cl	101	0	-2	-5	-5	99	-36	88	-5	-6	-7
CCn1cc(C(=O)Nc2ccc(C)cc2C)c(=O)c2ccc(C)nc21	98	-1	-6	-2	-4	102	-14	99	-2	-5	-7
Cc1ccc(CNC(=O)CSc2ccsc2[N+](=O)[O-])cc1	102	0	-1	0	-2	100	-16	104	0	15	-1
COc1ccc(Cc2nnc(-c3cccc(C)c3)o2)cc1OC	98	2	1	2	-9	98	-15	97	-7	-3	-5
NC(CSCc1ccccc1Cl)C(=O)O (centres undefined)	103	-23	-15	-11	1	103	-11	102	0	-2	-1
Cc1ccc(N2C(N)=NC(N)=NC2(C)C)c(C)c1	97	-4	-7	0	-19	101	-13	98	-6	-10	-8
O=c1c2cc(N3CCOCC3)ccc2[nH]c(=S)n1Cc1ccc(Cl)cc1	100	-10	-14	-6	-20	101	5	101	-16	20	-13
COC(=O)C(Cc1ccccc1)N1CCS(=O)(=O)CC1 (centres undefined)	96	0	0	1	-2	97	-15	91	0	4	-3
O=C(COc1ccc(Cl)cc1)OCC(=O)N1CCCC1	105	-142	1	2	-16	102	-11	104	-22	-1	-37
CC(Sc1ccccc1)C(=O)NN=C1CCCCCCC1 (centres undefined)	103	-1	0	-4	-2	107	3	109	1	13	0
CCCc1cc(=O)[nH]c(SCC(=O)N2CCN(S(=O)(=O)c3ccc(Cl)cc3)CC2)n1	97	0	0	0	4	101	-21	105	-1	5	0
O=C(COC(=O)c1ccc(Br)o1)Nc1ncc(Cl)cc1Cl	101	-2	-2	0	-4	101	-29	104	1	7	-4
COc1ccc(C2=NNC(=O)CC2)cc1	99	3	5	5	16	100	-7	89	9	7	4
CC1(C)C2CCC(C2)C1(C)NC(=O)CN1CCN(Cc2ccccc2)CC1 (centres undefined)	102	-3	-2	-2	-5	104	37	97	-2	29	-4
O=C(Nc1sc2c(c1C(=O)O)CCC2)c1ccc(F)cc1	99	8	0	7	0	103	-52	98	6	18	7
O=C(COc1ccc(Cl)cc1)N1CCN(c2cccc(C(F)(F)F)c2)CC1	101	-3	-4	-3	-2	101	-20	104	-1	20	-1
CCC1=C(OC(=O)N(CC)CC)N2C(=O)OC(=NCC(=O)OC)[C@]2(C)[C@H]2C1=CC[C@H]1C(=O)N(C)C(=O)[C@H]12	103	nt	nt	nt	nt	105	-20	?	nt	-7	nt
C=CCOc1c(CNc2nccs2)cccc1OCC	101	-1	-11	0	-11	101	-20	97	-5	9	-8
CCCOC(=O)c1[nH]c2c(c1C)C(=O)CC(c1cccs1)C2 (centres undefined)	112	0	-9	-1	-9	108	6	106	-4	7	-5
COc1ccc(/C=N/NC(=O)CO/N=C(\C)c2cccs2)cc1	84	-6	-20	0	-17	92	7	91	-14	18	-12
COc1ccc2[nH]c3c(=O)n(/N=C/[C@H]4C(C)C=C(C)CC4C)c(=O)[nH]c3c2c1 (some centres undefined)	95	0	0	1	1	92	-11	94	2	10	0
Cc1ccc(-c2nnc(SCC(C)C)n2C)cc1	105	0	-1	2	-1	115	-15	110	0	-3	-1
O=C(Oc1ccc2c(-c3ccccc3)cc(=O)oc2c1)c1cccs1	100	-3	-4	-3	0	97	-10	99	-2	22	-5
CCSC1=NCCN1S(=O)(=O)c1ccccc1	101	1	-1	-1	-1	102	-4	103	0	19	-1
C/C(=N\NC(=O)c1csc(C)c1C)c1ccc(C)s1	102	-6	-10	-6	-4	103	-1	97	-2	9	-10
O=C(O)c1cccc(NS(=O)(=O)c2cccc3cccnc23)c1	104	3	0	4	-8	107	-12	102	-1	18	-1
CCc1cc2c(N3CCN(c4ccccc4)CC3)ncnc2s1	96	0	0	0	-1	101	-15	97	0	19	0
COc1ccc(-n2c(Cc3cc(=O)[nH]c(=O)[nH]3)nnc2SCC(=O)Nc2cc(C(F)(F)F)ccc2Cl)cc1	102	-3	0	0	3	100	-6	104	0	9	3

Looked up by structure from the list above (three):
SMILES	RGS4-Gao reg	Mcl-1 Bim block	Bim-Bcl-XL	Bim-Bcl-W	Bfl-1 Bim block	RGS8-Gao	Mcl1-Bid inh	RGS7-Gao reg	Bim-Bcl-2	Mcl1 Noxa PPI	Bim-Bcl-B
COc1ccc2[nH]c3c(=O)n(/N=C/[C@H]4C(C)C=C(C)CC4C)c(=O)[nH]c3c2c1 (some centres undefined)	95	0	0	1	1	92	-11	94	2	10	0
O=C(COc1ccc(Cl)cc1)N1CCN(c2cccc(C(F)(F)F)c2)CC1	101	-3	-4	-3	-2	101	-20	104	-1	20	-1
O=C(O)c1cccc(NS(=O)(=O)c2cccc3cccnc23)c1	104	3	0	4	-8	107	-12	102	-1	18	-1

Following part.
SMILES	RGS4-Gao reg	Mcl-1 Bim block	Bim-Bcl-XL	Bim-Bcl-W	Bfl-1 Bim block	RGS8-Gao	Mcl1-Bid inh	RGS7-Gao reg	Bim-Bcl-2	Mcl1 Noxa PPI	Bim-Bcl-B
Cc1ccc(CN=C(Nc2ccccc2)NC2CCCCC2)cc1	95	-2	-4	-2	-4	99	-16	102	-1	3	-6
O=C(NCCc1csc(-c2ccccc2)n1)c1ccccc1F	105	nt	nt	nt	nt	99	11	?	nt	12	nt
CC(C)(C)n1nnnc1C(c1cccnc1)N1CCN(C2CCCCC2)CC1 (centres undefined)	104	-1	-3	1	-4	104	-10	105	-2	-10	0
c1ccc(CNc2nc(-c3cccnc3)cs2)cc1	97	0	1	4	1	100	-33	98	3	12	-1
CCN(CCCNC(=O)c1c(C)cc(=O)oc1C)c1ccccc1	97	-2	-15	0	-17	94	-14	96	-13	14	-9
CC(C)(C)Nc1c(-c2ccc(O)cc2)nc2ccc(Cl)cn12	102	-2	-4	-5	-8	103	-18	102	-1	0	-6
CCOc1ccc(C2=Nn3c(nnc3-c3ccccc3OC)SC2)cc1	99	-3	-4	2	-10	99	-17	100	-6	12	-9
O=C(N/N=C/c1ccc(F)cc1)c1sccc1OCc1ccc(F)cc1	99	-3	-2	-3	0	103	-9	103	-3	-19	-4
CC(=O)N1c2c(cc(Br)cc2S(=O)(=O)N2CCN(c3ccccn3)CC2)CC1C (centres undefined)	103	0	-3	2	-6	103	-15	102	-4	2	0
O=C(C[n+]1ccc(C(=O)NCc2ccccc2)cc1)c1ccc(OC(F)F)cc1	96	-1	0	0	-1	98	-12	98	-7	12	-3
COc1ccccc1C(=O)Nc1ccc(S(=O)(=O)N2CCc3ccccc32)cc1	105	-6	-8	-1	-5	105	-2	105	-8	-1	-8
CCCCNC(=O)CCCCCNS(=O)(=O)c1ccc(OC)cc1	102	-4	-5	-2	-15	107	-10	101	-12	3	-9
CC(C)(C)C(=O)COC(=O)c1cc2ccccc2cc1O	99	2	-4	1	-10	99	-31	98	-3	-2	-2
